ABHD5-PLIN5 inh = ABHD5-PLIN5 protein interaction inhibition; Q00G26+Q8WTS1; Split G. princeps luciferase complementation, luminescence, 4 h; inhibition, % at 4 µM; 360,000 compounds, 0.78% hits; AID 602281;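 active = inhibition above the mean inhibition across every tested compound plus 3 SD, cut at about 22% in these data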;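 note: 0% = DMSO only wells and the 100% control is not disclosed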
NOD2-RIPK2 inh = inhibitors of human NOD2-RIPK2 interaction. inhibition, % at 4.98 µM. 360,000 compounds, 0.38% hits. O43353. AID 624267. CHO BLA complementation NOD2-RIPK2, CCF4 ratio; in the data active = inhibition above about 21%;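 note: 0% = vehicle only and 100% = reference blocker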
MC4R barr agon = human MC4R agonism via beta-arrestin | P32245 | U2OS MC4R beta-arrestin complementation, luminescence; percent of melanotan II response, DMSO zero | activation, % at 8.9 µM | 360,000 compounds, 0.98% hits;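 active = activation above a per-plate cutoff, the mean activation of sample wells on that plate plus 3 SD, cut at about 8% in these data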
TLR9-MyD88 block = inhibitors of human TLR9-MyD88 binding; CHO BLA complementation TLR9-MyD88, CCF4 FRET ratio; inhibition, % at 4.98 µM; 340,000 compounds, 0.21% hits;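 active = inhibition above the mean over all tested compounds plus 3 SD, cut at about 21% in these data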;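 note: 0% = DMSO only wells and 100% = clavulanate BLA inhibitor control wells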
LRH-1 inv ag = NR5A2 inverse agonism in reporter assay; O00482; HEK293T StAR-luciferase reporter, LRH-1 transfected, 24 h; inhibition, % at 3.6 µM; 360,000 compounds, 0.13% hits; AID 602396;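 active = inhibition above the mean inhibition of all tested compounds plus 3 SD, cut at about 73% in these data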;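 note: 0% = DMSO wells and 100% = reporter-only cells lacking LRH-1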
MC4R antagonist = blocks human MC4R cAMP signaling. P32245. MC4R-expressing cells, MTII-stimulated cAMP, LANCE TR-FRET. inhibition, % at 6.5 µM. 360,000 compounds, 0.48% hits. AID 540295;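 active = inhibition above its plate's cutoff, the mean of tested wells on that plate plus 3 SD, cut at about 29% in these data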;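 note: 0% = Melanotan II alone and 100% = Melanotan II plus saturating MCL0020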
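Material: human MC4R-expressing U2OS cells. Probe or stimulus: Melanotan II challenge. Dosing: 6.5 µM single dose. Times: 30-min compound, 1-h challenge, 1-h detection, room temperature. Technique: TR-FRET with Eu-cAMP and labeled anti-cAMP, 671 nm. Replication: singlicate.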
NCOA1 inh = human NCOA1 inhibition; inhibition, % at 3.6 µM; 360,000 compounds, 0.12% hits; HEK293 GAL4-SRC1 luciferase reporter, luminescence; AID 588354; Q15788;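 active = inhibition above the campaign mean plus 3 SD, with each screening campaign given its own cutoff, cut at about 60% in these data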;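 note: 0% = DMSO treated cells and 100% = gossypol at 36 µM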
COUP-TFII inh = inhibitors of human COUP-TFII (NR2F2) | 370,000 compounds, 0.7% hits | AID 686940 | P24468 | HEK293T NGFI-A luciferase reporter, luminescence | inhibition, % at 8.6 µM;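 active = inhibition above a per-plate cutoff, mean inhibition of test wells between control levels plus 3 SD, cut at about 38% in these data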;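 note: cells cotransfected with COUP-TFII expression vector driving the NGFI-A reporter; 0% = median of COUP-TF2 test wells and 100% = reporter-only cells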
NCOA3 inh = human NCOA3 inhibition | inhibition, % at 3.6 µM | HEK293 GAL4-SRC3 luciferase reporter, luminescence | 360,000 compounds, 0.17% hits;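 active = inhibition above a per-campaign cutoff, the mean of all compounds plus 3 SD, cut at about 60% in these data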;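 note: 0% = DMSO-treated cells and 100% = gossypol-treated cells at 36 µM; higher means less SRC3-driven luciferase light from the GAL4 reporter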
NCOA2 inhibitor = human SRC2 (NCOA2) inhibition. HEK293 GAL4-SRC2 luciferase reporter, luminescence. inhibition, % at 9 µM. 370,000 compounds, 0.17% hits. AID 651957;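 active = inhibition above the mean inhibition of all tested compounds plus 3 SD, set per campaign, cut at about 52% in these data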;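 note: 0% = DMSO treated cells and 100% = cells given Gossypol at 36 µM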
EBV LMP1 NFkB = Epstein-Barr LMP1 NF-kappaB reporter inhibition. LMP1-induced NF-kappaB luciferase reporter cells, luminescence. 350,000 compounds, 0.69% hits. inhibition, % at 12.5 µM; in the data active = inhibition above about 41%;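 note: 0% = neutral control wells and 100% = reference inhibitor control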
Active calls of the source: *; / = not tested or not shown.

COUP-TFII inh | NCOA3 inh | ABHD5-PLIN5 inh | MC4R antagonist | NOD2-RIPK2 inh | NCOA1 inh | LRH-1 inv ag | TLR9-MyD88 block | EBV LMP1 NFkB | MC4R barr agon | NCOA2 inhibitor | structure
13 | -2 | 5 | 7 | 1 | -2 | 6 | 4 | -6 | -3.4 | 13 | Cc1cccc(OCC(=O)N/N=C2/SCC(=O)N2Cc2ccco2)c1
-17 | -8 | -13 | 4 | -12 | 0 | -2 | -3 | 1 | 0.2 | 7 | O=C(COc1ccc(Cl)c(Cl)c1)NC1CCS(=O)(=O)C1 (stereo not given)
-13 | -13 | -4 | -3 | 5 | 0 | 14 | -2 | 0 | 4.8 | -12 | Cc1ccc(NC(=O)Cn2nnc(C(=O)NCc3cccs3)c2N)c(C)c1
-7 | 8 | -10 | 1 | 0 | 11 | -3 | -6 | 9 | 0.9 | 10 | Cc1ccc(C)c(/C=N/n2cc(-c3ccccc3)[nH]c2=S)c1
-15 | -4 | 0 | -10 | -1 | -26 | 2 | 2 | 5 | -3.6 | 17 | O=C(Nc1ccccc1)c1ccc(NCCN2C(=O)CCC2=O)c([N+](=O)[O-])c1
-11 | 10 | 9 | 4 | -3 | 0 | -12 | 6 | 7 | -0.7 | -11 | O=C1CCc2cc(S(=O)(=O)NC(Cc3ccccc3)C(=O)NCC3CCCO3)ccc2N1 (stereo not given)
-59 | -76 | 0 | 1 | 13 | -106 | -126 | -7 | -16 | -1.0 | -67 | CN(C)c1ccc(NC(=O)Nc2cccc(Cl)c2)cc1
7 | 16 | 8 | 8 | -11 | -13 | -8 | -12 | -11 | -0.2 | 2 | CCOC(=O)c1cc(C(C)(C)C)n(CCCN2CCOCC2)c1C
-29 | 9 | -5 | 12 | -12 | -8 | -17 | 0 | 1 | 0.2 | 4 | Cc1ccc(S(=O)(=O)N2CCN(C(=O)COC(=O)c3cccc(Cl)c3)CC2)c(C)c1
2 | 4 | -6 | 3 | 3 | 13 | 24 | -8 | 7 | -1.1 | 7 | CC(NC(=O)c1ccco1)C(c1cccs1)N1CCN(c2ccc(F)cc2)CC1 (stereo not given)
16 | -9 | 4 | 10 | 6 | -26 | 0 | -10 | 2 | 0.4 | -4 | COc1cccc2cc(/C(C)=N/Nc3nc(-c4cc(C)ccc4C)cs3)c(=O)oc12
-1 | 3 | 2 | 6 | 3 | -11 | 5 | 1 | -1 | -1.2 | -11 | COc1ccc(-c2cc(-c3cccs3)c(C#N)c(SCC(=O)NCc3ccccc3OC)n2)cc1
17 | 11 | 1 | 1 | -6 | 12 | 14 | -4 | 0 | 0.1 | 0 | CC(C)c1ccc(S(=O)(=O)N2CCN(C(=O)n3ccnc3)CC2)cc1
1 | -3 | -5 | 18 | -6 | -10 | -12 | -1 | -2 | -4.5 | -29 | CC(C)(Oc1ccc(Cl)cc1)C(=O)NCc1n[nH]c(=O)c2ccccc12
1 | -2 | -1 | -1 | -4 | -4 | 7 | 2 | -3 | 2.0 | -38 | CCOC(=O)C1(Cc2cccc(Cl)c2)CCCN(C(=O)c2cc(C(C)C)nn2C)C1 (stereo not given)
-15 | 8 | 1 | 1 | -7 | -3 | 5 | -2 | -2 | -0.2 | -2 | Cc1ccccc1Nc1nc(N)nc(COC(=O)c2ccc([N+](=O)[O-])o2)n1
16 | -37 | -4 | -6 | -4 | -6 | 7 | -10 | 0 | -0.2 | -16 | COc1cc(OC)c(C#N)c(S(=O)Cc2ccccc2)c1 (stereo not given)
5 | 2 | 3 | 7 | 3 | 8 | 15 | 3 | -12 | -1.1 | -12 | O=S(=O)(c1ccc(-c2ccon2)s1)N1CCN(c2ccccn2)CC1
14 | -2 | 18 | 4 | -8 | -37 | -3 | -16 | -1 | -1.7 | 10 | O=C(O)CC1CCC1CC(=O)O (stereo not given)
-2 | -18 | -3 | 6 | 8 | 0 | 11 | 12 | 3 | -1.8 | -32 | CC1(C)CC(=O)C=C(CN2C(=O)c3ccccc3C2=O)C1=O
10 | -8 | 9 | 6 | 3 | 12 | 6 | -4 | 5 | 2.0 | -37 | CCCCSc1nc2ccc(Nc3nc(N4CCOCC4)nc(N4CCOCC4)n3)cc2s1
8 | 12 | -3 | 19 | -2 | -12 | 17 | -3 | -2 | 1.3 | 10 | O=C(/C=C/c1ccccc1)NC1CCS(=O)(=O)C1 (stereo not given)
-17 | 12 | 12 | -7 | 9 | -19 | 7 | 1 | -6 | -0.7 | 23 | COc1ccc(-c2nc(/C=C3\C(C)=Nc4ccccc43)c(O)o2)cc1
/ | 8 | -2 | 3 | 3 | -5 | -8 | / | / | -3.5 | / | NS(=O)(=O)c1ccc(S(=O)(=O)c2ccccc2)nc1
-3 | 7 | -4 | -5 | -7 | -9 | 1 | 0 | -5 | -0.8 | 8 | COc1cc(OC)cc(-c2nc(=S)n3ccsc3n2)c1
2 | -11 | 7 | 3 | -7 | 1 | 18 | -5 | 5 | -2.2 | -33 | O=c1ccnc(Nc2ccc([N+](=O)[O-])cc2)[nH]1
-10 | 20 | 5 | 2 | -4 | 4 | -2 | -2 | -2 | 1.8 | 0 | CC(C)NC(=O)NC(=O)COC(=O)c1ccc(F)cc1F
18 | -32 | -8 | 3 | 2 | -3 | 2 | -1 | -1 | -1.9 | -21 | CCOc1ccc(CNC(=O)c2ccc(NC(=O)C3=CSCCO3)cc2)cc1
2 | 5 | 3 | -2 | -9 | 13 | -6 | -4 | -3 | -2.2 | 2 | Cn1c(=O)n(C)c2cc(NC(=O)c3ccccc3[N+](=O)[O-])c(Br)cc21
1 | -5 | -3 | 7 | -8 | -7 | 13 | 0 | 2 | -2.4 | 12 | O=C(CC1C(=O)NCCN1CC(c1ccccc1)c1ccccc1)NCC1CCOCC1 (stereo not given)
-10 | -20 | 3 | 5 | 2 | -16 | 9 | 8 | -16 | -2.2 | 12 | CCn1c(C)c(C)c2cc(C(=O)NCCCN3CCN(C)CC3)ccc21
0 | 11 | 1 | 6 | 10 | 0 | 2 | -1 | -9 | -1.2 | -3 | CCN(CC)C(=O)CN1C(=O)C2CC=C(Cl)CC2C1=O (stereo not given)
-19 | 11 | -8 | 1 | -2 | -10 | 7 | 4 | -3 | 1.0 | -18 | COC(=O)CN(c1cc(OC)ccc1OC)S(=O)(=O)c1ccc(OC)c(OC)c1
-16 | -7 | 0 | 0 | 2 | 6 | -7 | -2 | 7 | -0.5 | 20 | CN(CCC#N)C(=O)COC(=O)/C=C/c1ccc2c(c1)OCO2
-1 | / | -16 | / | 2 | / | 30 | / | / | / | -2 | CC(C)=CCCC(C)c1cc(C(=O)NCCc2ccc(O)cc2)c(N)s1 (stereo not given)
4 | 27 | -1 | 12 | 2 | -14 | -5 | -4 | 33 | 0.7 | 0 | O=C(NCc1ccccc1Cl)c1ccc2nnsc2c1
-3 | 1 | 0 | 8 | 2 | -12 | -1 | 1 | -5 | -4.0 | 9 | CC(C(=O)NCCc1ccccc1)N1c2cccc3cccc(c23)S1(=O)=O (stereo not given)
-17 | -1 | -1 | 0 | -15 | 8 | -9 | -3 | -2 | -1.9 | -3 | COc1ccc(S(=O)(=O)N2CCCCC2)cc1NC(=O)CCCNC(=O)c1ccc(Cl)cc1
7 | 5 | 5 | 1 | 4 | 8 | 4 | -2 | 0 | -0.6 | 19 | CO/N=C/NC(=O)N1OC[C@@H]2COc3ccc4ccccc4c3[C@@H]21
-1 | 4 | 2 | 8 | -7 | -14 | 10 | 4 | 9 | -4.2 | -6 | COc1ccc(-c2csc(NC(=O)CCNC(=O)c3ccco3)n2)cc1OC
10 | -8 | -5 | -2 | -8 | -1 | -47 | -10 | 2 | -2.2 | 4 | Cc1c(-c2n[nH]c(=S)n2-c2ccc(C(F)(F)F)cc2)nnn1-c1ccccc1
0 | 6 | 0 | 4 | -2 | -12 | 17 | / | / | -2.1 | 6 | COc1ccc(NC(=O)c2cc(C3CCCCN3C(=O)CCCc3ccccc3)on2)c(C)c1 (stereo not given)
-38 | -156 | -1 | -7 | -2 | -100 | -19 | 1 | -24 | 2.2 | -7 | Cc1ccc2nc(NC(=O)CSCC(=O)Nc3cc(C)on3)sc2c1
6 | 5 | -4 | -8 | -3 | -2 | -6 | 7 | 7 | 1.1 | -13 | COc1ccc(O)c(C(=O)c2cnc3onc(C(C)C)c3c2)c1
-3 | 14 | -2 | 1 | -13 | 7 | -6 | -1 | 4 | -0.9 | -25 | O=C(COC(=O)c1ccncc1)Nc1ccc2c(c1)OCO2
-30 | 0 | 7 | -3 | 3 | -13 | -4 | 1 | 8 | -0.5 | -17 | O=C(NCCc1ccccc1)N1CCCC(CNS(=O)(=O)Cc2ccccc2)C1 (stereo not given)
1 | 21 | -4 | 4 | -9 | 0 | 10 | -7 | 2 | -1.3 | -28 | O=C(O)c1ccc([N+](=O)[O-])c(CS(=O)(=O)c2ccccc2)c1
20 | -3 | -6 | 3 | 1 | -14 | -4 | -3 | -8 | -2.9 | -9 | OC[C@@H](O)[C@@H](O)CO

The closing three entries of the part before are carried over, then new ones follow:
COUP-TFII inh | NCOA3 inh | ABHD5-PLIN5 inh | MC4R antagonist | NOD2-RIPK2 inh | NCOA1 inh | LRH-1 inv ag | TLR9-MyD88 block | EBV LMP1 NFkB | MC4R barr agon | NCOA2 inhibitor | structure
-30 | 0 | 7 | -3 | 3 | -13 | -4 | 1 | 8 | -0.5 | -17 | O=C(NCCc1ccccc1)N1CCCC(CNS(=O)(=O)Cc2ccccc2)C1 (stereo not given)
1 | 21 | -4 | 4 | -9 | 0 | 10 | -7 | 2 | -1.3 | -28 | O=C(O)c1ccc([N+](=O)[O-])c(CS(=O)(=O)c2ccccc2)c1
20 | -3 | -6 | 3 | 1 | -14 | -4 | -3 | -8 | -2.9 | -9 | OC[C@@H](O)[C@@H](O)CO
9 | 18 | -3 | -1 | -6 | 1 | 4 | -5 | 4 | -0.8 | -22 | Cc1onc(-c2ccccc2)c1C(=O)c1ccccc1
10 | 17 | 0 | 2 | -1 | -92 | 13 | -6 | -5 | 0.8 | 16 | O=C(COC(=O)c1ccccc1)Nc1ccc(Cl)cn1
-45 | -111 | -6 | 15 | -13 | -132 | -189 | -13 | 7 | -0.4 | -32 | CCN(CC)c1ccc2cc(C(=O)Nc3ccccn3)c(=O)oc2c1
-12 | 1 | -2 | -2 | 6 | 5 | 14 | 0 | -3 | -2.5 | 2 | CCOC(=O)NC(=O)c1cn(CCN(C)C)c(=O)[nH]c1=O
-1 | -23 | 3 | -1 | -8 | 1 | 3 | 8 | -36 | -2.4 | -18 | CC(C)Oc1ccc(CNC(=O)Oc2ccccc2)cc1

Source: PubChem BioAssay

This is a subset (hit frequency here may not be typical).
